Source: PubChem (several laboratories)
Yfh1-off respiration: enhancers of respiration in Yfh1-depleted yeast, dose response, Friedreich's ataxia, plus single-dose screen (AID 1465); S. cerevisiae Yfh1-off respiration, WST-1 reduction, 72 h; higher fold induction means a stronger effect; one-dose fold induction at 50 µM; EC50 in µM for titrated hits; actives 0.074% (n = 220,000);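 active = fold induction of absorbance versus untreated yeast above a set limit, then at least 30% activation at any dose in follow-up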;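 also: activators that raise dye reduction in frataxin-depleted yeast; strong numbers were not always called active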
WT yeast gro inh: growth inhibition of WT yeast, mitochondrial fusion screen. mitochondrial fusion phenotypic screen, WT strain. inhibition, % at 10 µM. actives 2.1% (n = 190,000); in the data active = inhibition above about 58%; tested in S. cerevisiae
AID2073: disruptors of CaV2.2 binding to Mint1 – biochemical, HTRF (AID 2073); inhibition, % at 20 µM; hits with a dose series show IC50 in µM; actives 0.19% (n = 290,000); HTRF protein-protein interaction, Mint1-CaV2.2; higher % means a stronger effect; in the data active = inhibition mostly above about 51%, no sharp cut-off; also: some results filed as inactive read as strong as hits
b-catenin transl: alters nuclear translocation of beta-catenin in HeLa cells. immunofluorescence imaging. nuclear translocation activity, % at 5 µM. actives 0.3% (n = 190,000);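 active = nuclear translocation activity above 50% at 5 µM, with a well cell count of 50 or more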;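 also: per-cell ratio of nuclear to cytoplasmic median beta-catenin stain intensity; plate controls were DMSO negative control for no effect and GSK-3 inhibitor IX positive control for full effect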
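Signal – beta-catenin immunofluorescence imaging with DAPI · Test system – human HeLa cell line · Dosing – 5 µM primary single dose, 0.1% DMSO, 0.02–20 µM confirmation series · Measure – % activation, nuclear-to-cytoplasmic median beta-catenin signal ratio per cell · Incubation – 24 h compound exposure at 37°C, 5% CO2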
Autophagy HCS: modulators of autophagy; calls only at 10 µM (by protocol); actives 0.98% (n = 190,000); MEF GFP-LC3 puncta imaging; test concentration mostly 10 µM;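 active = percentage of spot-positive cells more than 3 SD above its plate mean, without a fluorescence outlier flag or 80% toxicity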;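 also: spot-positive cell cutoff set from DMSO-treated cells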
Ins promoter up: MIN6 insulin promoter up-regulation | MIN6 insulin promoter-GFP reporter, high-content imaging; hits give high values | z-score at 5 µM | actives 0.3% (n = 190,000) | AID 1625;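 active = z-score above 3 at 5 µM with at least 500 cells counted in the well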
HIV peptide binding: cell-free HIV fusion peptide-binding blockers – biochemical, uHTS, fluorescence dequenching, primary screen (AID 1986); cell-free peptide binding, fluorescence dequenching, 30 min; higher % means a stronger effect; inhibition, % at 20 µM; hits with a dose series show IC50 in µM; actives 0.3% (n = 290,000); in the data active = inhibition mostly above about 52%, no sharp cut-off; inactive = mostly below about 76%; also: some results filed as inactive read as strong as hits
Dynein transport: dynein cargo transport inhibition; 3617.4 mouse cells, GR-EGFP nuclear translocation imaging; test concentration mostly 20 µM; stimulated with dexamethasone, 1 µM; hits give low values; z-score, hits read low; actives 0.47% (n = 220,000); AID 1381;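 active = plate z-score of nuclear minus cytoplasmic receptor signal below a set negative limit, without overly bright fluorescence or cell loss, cut at about -3.5 in these data, passing the limit was not always enough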;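 also: z-score of nuclear minus cytoplasmic ring GR-EGFP intensity difference per well; some compounds called inactive have numbers as strong as hits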
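Buffer or medium: tet-free medium with charcoal-stripped serum / Also added: dexamethasone agonist, 1.0 µM final, for 30 min / Timing: induction 48 h, compound 1 h, agonist 30 min / Measured by: high-content fluorescence imaging after fixation / Read-out: nuclear-to-cytoplasmic GR-EGFP distribution per well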
MT stabilizer: stabilizes microtubules in HeLa cells. HeLa tubulin immunostaining HCS, 24 h; share of cells brighter than vehicle mean+2SD. % tubulin-high responders, % at 10 µM. actives 0.83% (n = 200,000). AID 2205;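 active = plate Z-score above 3 for both tubulin-high and condensed-nucleus cell shares, with cell loss under 80%, at 10 µM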;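 also: anti alpha tubulin signal scored within the nucleus-defined area of each cell; some results filed as inactive read as strong as hits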
WT yeast gro inh mutant strain: further read-out of WT yeast gro inh, marked with its call; inhibition, %; mitochondrial fusion phenotypic screen, mutant strain inhibition
Dynein transport cytoplasmic EGFP: further read-out of Dynein transport, marked with its call; z-score; measured here: cytoplasmic GR-EGFP intensity; hits give high values
Dynein transport nuclear GR-EGFP: also measured in Dynein transport; calls as there; z-score; measured here: nuclear GR-EGFP intensity;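 lower value marks the stronger effect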
Dynein transport cell count: recorded beside Dynein transport, whose call it bears; z-score; measured here: cell count per field
Ins promoter up cell count: recorded beside Ins promoter up, whose call it bears; cell count; measured here: cytotoxicity, nuclei count;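 total cells summed across four imaged fields per well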
b-catenin transl cell count 5 µM: second read-out of b-catenin transl, no call of its own (marks repeat the call); cell count; measured here: cell count, cytotoxicity flag
MT stabilizer Hoechst-high %: second read-out of MT stabilizer, no call of its own (marks repeat the call); % Hoechst-high responders; measured here: nuclear condensation Hoechst responders;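 share of cells brighter than vehicle mean plus two SD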
MT stabilizer cytotoxicity %: second read-out of MT stabilizer, no call of its own (marks repeat the call); toxicity, %; measured here: cytotoxicity by cell density;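 0% = mean cell density of plate MIN control wells and 100% = no cells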
Autophagy HCS cell loss 18 h: second read-out of Autophagy HCS, no call of its own (marks repeat the call); toxicity, %; measured here: cell loss, nuclei count;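 cell loss after 18 h compound exposure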
* marks the source's active call; other numbers are inactive results.

For Cc1ccc(SCCC(=O)N2CCC(C(N)=O)CC2)cc1 the results were Yfh1-off respiration inactive, WT yeast gro inh -3, AID2073 -6%, b-catenin transl -4.5, Autophagy HCS inactive, Ins promoter up 1.1, HIV peptide binding 0.9%, Dynein transport 0.37, MT stabilizer 5.1, WT yeast gro inh mutant strain 21, Dynein transport cytoplasmic EGFP -0.31, Dynein transport nuclear GR-EGFP 0.7, Dynein transport cell count -0.8, Ins promoter up cell count 1276, b-catenin transl cell count 5 µM 1204, MT stabilizer Hoechst-high % 3.5, MT stabilizer cytotoxicity % 7.1 and Autophagy HCS cell loss 18 h 12.
For COc1ccccc1C(=O)Nc1ccccn1 the results were Yfh1-off respiration inactive, WT yeast gro inh 0, AID2073 -11%, b-catenin transl -0.7, Autophagy HCS inactive, Ins promoter up 0.11, HIV peptide binding 0.9%, Dynein transport -0.71, MT stabilizer 3.1, WT yeast gro inh mutant strain 1, Dynein transport cytoplasmic EGFP 1.3, Dynein transport nuclear GR-EGFP -0.4, Dynein transport cell count 1.4, Ins promoter up cell count 1128, b-catenin transl cell count 5 µM 1019, MT stabilizer Hoechst-high % 2.7, MT stabilizer cytotoxicity % 5.3 and Autophagy HCS cell loss 18 h -8.
Cc1cc(/C=N/NC(=O)c2cccc(N(C)C)c2)c(C)n1-c1cc(C(=O)O)cc(C(=O)O)c1 was read as Yfh1-off respiration inactive, WT yeast gro inh 8, AID2073 17%, b-catenin transl 0.6, Autophagy HCS inactive, HIV peptide binding 39%, Dynein transport 0.78, MT stabilizer 2.0, WT yeast gro inh mutant strain 17, Dynein transport cytoplasmic EGFP -0.19, Dynein transport nuclear GR-EGFP 0.27, Dynein transport cell count -0.38, b-catenin transl cell count 5 µM 1113, MT stabilizer Hoechst-high % 1.7, MT stabilizer cytotoxicity % 6.1 and Autophagy HCS cell loss 18 h 2.
For CCN(CC)c1ccc(/C=N\N2CCN(Cc3ccc(C)cc3)CC2)cc1 the results were Yfh1-off respiration inactive, WT yeast gro inh 8, AID2073 -19%, b-catenin transl -2.6, Autophagy HCS inactive, Ins promoter up 0.75, HIV peptide binding -3.5%, Dynein transport -0.87, MT stabilizer 2.1, WT yeast gro inh mutant strain -11, Dynein transport cytoplasmic EGFP -0.26, Dynein transport nuclear GR-EGFP -0.14, Dynein transport cell count 0.25, Ins promoter up cell count 1096, b-catenin transl cell count 5 µM 1068, MT stabilizer Hoechst-high % 2.0, MT stabilizer cytotoxicity % 7.8 and Autophagy HCS cell loss 18 h -18.
Screening CCOc1ccc2nc(NCCNC(=O)C3CC3)c(C)cc2c1 returned Yfh1-off respiration inactive, AID2073 -2%, b-catenin transl -4.9, Ins promoter up 0.19, HIV peptide binding -3.3%, Ins promoter up cell count 1101 and b-catenin transl cell count 5 µM 1041.
`CCOc1ccc(C(=O)Nc2ccc3c(c2)OCCO3)cc1OC` gave Yfh1-off respiration inactive, WT yeast gro inh -4, AID2073 -7%, b-catenin transl -1.3, Autophagy HCS inactive, Ins promoter up 0.56, HIV peptide binding -0.7%, Dynein transport -0.36, MT stabilizer 4.8, WT yeast gro inh mutant strain -6, Dynein transport cytoplasmic EGFP -0.21, Dynein transport nuclear GR-EGFP -0.81, Dynein transport cell count 0.61, Ins promoter up cell count 1211, b-catenin transl cell count 5 µM 1047, MT stabilizer Hoechst-high % 2.6, MT stabilizer cytotoxicity % 3.5 and Autophagy HCS cell loss 18 h -8.
Cc1ccc(-n2c(SCC(=O)NC3CCCCC3)nc3c(c2=O)SCC3)cc1 was read as Yfh1-off respiration inactive, WT yeast gro inh 10, AID2073 1%, b-catenin transl -4.7, Autophagy HCS inactive, Ins promoter up -0.61, HIV peptide binding -2.2%, Dynein transport -1, MT stabilizer 4.3, WT yeast gro inh mutant strain -6, Dynein transport cytoplasmic EGFP -0.18, Dynein transport nuclear GR-EGFP -0.15, Dynein transport cell count 0.94, Ins promoter up cell count 1948, b-catenin transl cell count 5 µM 1141, MT stabilizer Hoechst-high % 0.6, MT stabilizer cytotoxicity % 1.9 and Autophagy HCS cell loss 18 h 8.
Screening CCCCc1ccc(NC(=S)NN2CCOCC2)cc1 returned Yfh1-off respiration inactive, WT yeast gro inh -13, AID2073 -13%, b-catenin transl -0.4, Autophagy HCS inactive, Ins promoter up -0.65, HIV peptide binding -2.0%, Dynein transport -0.21, MT stabilizer 3.1, WT yeast gro inh mutant strain 8, Dynein transport cytoplasmic EGFP -0.22, Dynein transport nuclear GR-EGFP -0.26, Dynein transport cell count 0.26, Ins promoter up cell count 1311, b-catenin transl cell count 5 µM 969, MT stabilizer Hoechst-high % 2.9, MT stabilizer cytotoxicity % 6.9 and Autophagy HCS cell loss 18 h -5.
Screening CCOC(=O)c1c[nH]c2c(C)ccc(Cl)c2c1=O returned Yfh1-off respiration inactive, WT yeast gro inh 1, AID2073 -4%, b-catenin transl -2.6, Autophagy HCS inactive, Ins promoter up 0.14, HIV peptide binding 0.8%, Dynein transport 2.1, MT stabilizer 2.1, WT yeast gro inh mutant strain -1, Dynein transport cytoplasmic EGFP -0.13, Dynein transport nuclear GR-EGFP 1.5, Dynein transport cell count -1.3, Ins promoter up cell count 1568, b-catenin transl cell count 5 µM 1086, MT stabilizer Hoechst-high % 1.0, MT stabilizer cytotoxicity % 2.0 and Autophagy HCS cell loss 18 h 22.
Screening O=C(c1cccc(S(=O)(=O)Nc2ccccc2F)c1)N1CCN(c2ccccc2F)CC1 returned Yfh1-off respiration inactive, WT yeast gro inh -10, AID2073 9%, b-catenin transl 0.7, Autophagy HCS inactive, Ins promoter up -0.02, HIV peptide binding 1.1%, Dynein transport -0.27, MT stabilizer 6.1, WT yeast gro inh mutant strain -11, Dynein transport cytoplasmic EGFP -0.36, Dynein transport nuclear GR-EGFP 0.29, Dynein transport cell count -0.088, Ins promoter up cell count 1226, b-catenin transl cell count 5 µM 977, MT stabilizer Hoechst-high % 3.6, MT stabilizer cytotoxicity % 6.4 and Autophagy HCS cell loss 18 h 0.
`COc1ccc(NC2CC(=O)N(c3cccc(C)c3)C2=O)cc1` (stereo not drawn) gave Yfh1-off respiration inactive, AID2073 -29%, Autophagy HCS inactive, HIV peptide binding -1.6%, Dynein transport -0.63, MT stabilizer 2.1, Dynein transport cytoplasmic EGFP -0.24, Dynein transport nuclear GR-EGFP -0.11, Dynein transport cell count -0.12, MT stabilizer Hoechst-high % 1.5, MT stabilizer cytotoxicity % 4.5 and Autophagy HCS cell loss 18 h -2.
Screening COc1ccc(-c2nn(CC(=O)N3CCCCC3)c(=O)c3ccccc23)cc1 returned WT yeast gro inh -21, AID2073 1%, b-catenin transl -2.2, Autophagy HCS inactive, Ins promoter up 2, HIV peptide binding -1.2%, Dynein transport -0.056, MT stabilizer 2.3, WT yeast gro inh mutant strain -5, Dynein transport cytoplasmic EGFP -0.22, Dynein transport nuclear GR-EGFP 0.088, Dynein transport cell count 0.38, Ins promoter up cell count 1375, b-catenin transl cell count 5 µM 1376, MT stabilizer Hoechst-high % 1.7, MT stabilizer cytotoxicity % 10 and Autophagy HCS cell loss 18 h 3.
For COc1ccc(C(=O)NCC(=O)OCc2ccc(F)cc2Cl)cc1OC the results were Yfh1-off respiration inactive, WT yeast gro inh -7, AID2073 -1%, b-catenin transl 0.6, Autophagy HCS inactive, Ins promoter up 0.27, HIV peptide binding 1.4%, Dynein transport -0.34, MT stabilizer 5.0, WT yeast gro inh mutant strain -13, Dynein transport cytoplasmic EGFP -0.28, Dynein transport nuclear GR-EGFP -0.4, Dynein transport cell count -0.16, Ins promoter up cell count 1450, b-catenin transl cell count 5 µM 969, MT stabilizer Hoechst-high % 2.0, MT stabilizer cytotoxicity % 5.1 and Autophagy HCS cell loss 18 h -6.
Cc1ccc(CNC(=O)CCC(=O)Nc2nnc(C3CCCCC3)s2)cc1 was read as Yfh1-off respiration inactive, AID2073 -1%, b-catenin transl 1.2, Ins promoter up 0.54, HIV peptide binding -1.6%, Dynein transport 2.8, Dynein transport cytoplasmic EGFP -0.012, Dynein transport nuclear GR-EGFP 1.9, Dynein transport cell count -2.6, Ins promoter up cell count 1041 and b-catenin transl cell count 5 µM 1263.
Screening c1cnc(N2CCN(c3nc4ccccc4n4cnnc34)CC2)nc1 returned Yfh1-off respiration inactive, WT yeast gro inh 16, AID2073 3%, b-catenin transl 0.6, Autophagy HCS inactive, Ins promoter up -1.1, HIV peptide binding 0.0%, Dynein transport -0.55, MT stabilizer 3.3, WT yeast gro inh mutant strain -12, Dynein transport cytoplasmic EGFP -0.25, Dynein transport nuclear GR-EGFP -0.09, Dynein transport cell count 0.74, Ins promoter up cell count 1173, b-catenin transl cell count 5 µM 1384, MT stabilizer Hoechst-high % 4.0, MT stabilizer cytotoxicity % 10 and Autophagy HCS cell loss 18 h 1.
Screening Cc1oc2cc([N+](=O)[O-])c(O)c([N+](=O)[O-])c2c1C(=O)c1ccc(Br)cc1 returned Yfh1-off respiration inactive, WT yeast gro inh -3, AID2073 11%, b-catenin transl -1.0, Autophagy HCS inactive, Ins promoter up -0.23, HIV peptide binding 51%*, Dynein transport -0.075, MT stabilizer 3.4, WT yeast gro inh mutant strain 2, Dynein transport cytoplasmic EGFP -0.28, Dynein transport nuclear GR-EGFP -0.061, Dynein transport cell count 0.18, Ins promoter up cell count 1116, b-catenin transl cell count 5 µM 1090, MT stabilizer Hoechst-high % 1.6, MT stabilizer cytotoxicity % 6.7 and Autophagy HCS cell loss 18 h 21.
